bIAP inh: intestinal alkaline phosphatase (bovine) inhibition | inhibition, % at 20 µM | 190,000 tested, under 10 active | purified bovine IAP, CDP-star luminescence, 30 min;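 active = over 50% inhibition of intestinal alkaline phosphatase at 20 µM in the single-dose screen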
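System: purified bovine intestinal alkaline phosphatase (IAP) enzyme; Input: IAP diluted 1/65,000,000 in the well; Measured by: CDP-star luminescence signal; Compound dosing: 20 µM single dose; Incubation: 30 min reaction at room temperature.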
TNAP act hiacc: activators of human TNAP at high phosphate acceptor concentration; P05186; purified TNAP, CDP-star luminescence, 1 M DEA, 30 min; stronger effect = higher value; 0 = EDTA background, 1 = DMSO-only activity; activation factor at 20 µM; 200,000 tested, under 10 active;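 active = activation factor at least 2 at 20 µM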
Target sequence (P05186 whole entry, looked up): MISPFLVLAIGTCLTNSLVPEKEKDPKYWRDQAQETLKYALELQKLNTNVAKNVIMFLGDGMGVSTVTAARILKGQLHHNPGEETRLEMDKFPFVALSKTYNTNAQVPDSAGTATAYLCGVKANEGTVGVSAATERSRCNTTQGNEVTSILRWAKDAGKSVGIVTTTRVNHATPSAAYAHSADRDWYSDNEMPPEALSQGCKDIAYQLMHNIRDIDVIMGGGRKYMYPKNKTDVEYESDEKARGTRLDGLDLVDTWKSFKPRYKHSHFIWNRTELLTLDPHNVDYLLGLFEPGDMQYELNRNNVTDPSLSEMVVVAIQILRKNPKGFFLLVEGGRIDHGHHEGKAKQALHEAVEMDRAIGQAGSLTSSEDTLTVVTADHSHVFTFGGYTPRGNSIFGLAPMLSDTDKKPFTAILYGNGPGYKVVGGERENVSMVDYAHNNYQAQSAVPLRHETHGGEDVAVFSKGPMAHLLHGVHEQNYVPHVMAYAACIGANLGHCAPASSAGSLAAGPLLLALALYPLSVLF
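Assay system: human TNAP; Input: enzyme diluted 1/800 final; Reagent: CDP-star luminogenic substrate at 100 µM final; Timing: 30 min, room temperature; Signal: luminescence; Evaluation: TNAP activation factor scaled between EDTA and DMSO control wells.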
Diaphorase act: diaphorase activation or chemical reduction counter-screen; Diaphorase/resazurin coupled assay, resorufin fluorescence, 16 min; stronger effect = higher value; 1 = vehicle wells, 0 = NADH-free wells; activation factor at 20 µM; 0.005% of 190,000 active; AID 1229;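 active = diaphorase activity raised at least twofold by the compound at 20 µM; inactive = activation factor below 2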
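Material: Clostridium kluyveri diaphorase, purified enzyme; Quantity: enzyme 0.07 U/mL final; Medium: HEPES pH 7.4 buffer with MgCl2 and Tween 20; Dosing: single compound dose of 20 µM, 1% DMSO final; Schedule: 16 min reaction at room temperature; Measured by: red resorufin fluorescence at 544/590 nm excitation/emission.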
Lmaj promast: Leishmania major promastigote growth inhibition; inhibition, % at 10 µM; 9% of 200,000 active; AID 1063; Leishmania major promastigotes, resazurin fluorescence viability; in the data active = inhibition above about 50%;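 also: promastigotes grown with compound for 44 hours at 28 °C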
Diaphorase inh: inhibits diaphorase or chemically oxidizes, flagging diaphorase assay artifacts; diaphorase resazurin-to-resorufin fluorescence, NADH, 16 min; bacterial (C. kluyveri) enzyme, not human; inhibition, % at 20 µM; 0.69% of 190,000 active;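 active = primary screen inhibition at 20 µM above a set limit, cut at about 50% in these data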;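 also: plate controls were DMSO with full reaction for no effect and wells lacking NADH for full effect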
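Detection: fluorescence of resorufin formed from resazurin, Ex 544/Em 590 nm; test system: Clostridium kluyveri diaphorase enzyme; amount: 0.14 U/mL diaphorase, enzyme working solution; times: 16-min room-temperature incubation before reading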
bIAP activator: increases bovine intestinal alkaline phosphatase activity | activation factor at 20 µM | purified bovine IAP, CDP-star luminescence, 30 min; stronger effect = higher value; fold of DMSO-control signal, blank-subtracted | 0.17% of 200,000 active;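 active = activation factor of 2 or more at 20 µM, a signal rise over negative controls twice the positive control's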
PMI act: increases human mannose-6-phosphate isomerase activity; purified human PMI, coupled resazurin fluorescence, 20 min; stronger effect = higher value; 1 = vehicle control, 0 substrate-free wells; activation factor at 20 µM; 0.005% of 190,000 active; AID 1214;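 active = activation factor of 2 or more at 20 µM, relative to plate controls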
Target sequence (P34949 whole entry, looked up): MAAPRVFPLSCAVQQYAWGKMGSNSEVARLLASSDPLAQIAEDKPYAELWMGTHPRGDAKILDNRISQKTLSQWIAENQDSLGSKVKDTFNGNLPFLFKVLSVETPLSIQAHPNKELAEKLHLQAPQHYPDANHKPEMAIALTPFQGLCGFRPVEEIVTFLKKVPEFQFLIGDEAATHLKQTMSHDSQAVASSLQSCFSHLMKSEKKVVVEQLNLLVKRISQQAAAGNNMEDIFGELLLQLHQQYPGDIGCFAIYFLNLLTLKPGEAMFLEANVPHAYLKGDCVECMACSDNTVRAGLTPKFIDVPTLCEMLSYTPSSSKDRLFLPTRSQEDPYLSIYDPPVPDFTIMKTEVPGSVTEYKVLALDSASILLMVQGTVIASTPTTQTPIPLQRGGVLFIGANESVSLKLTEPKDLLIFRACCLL
TNAP inh hiacc: inhibitors of human TNAP at high phosphate acceptor concentration; purified TNAP, CDP-star luminescence, 1 M DEA; inhibition, % at 20 µM; 0.03% of 200,000 active; AID 1135;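 active = over 50% inhibition of tissue-nonspecific alkaline phosphatase at 20 µM in the single-dose screen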;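 also: plate controls were DMSO wells for no effect and EDTA-quenched wells as full inhibition for full effect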
TNAP inh no acc: blocks human TNAP activity with no phosphate acceptor present. inhibition, % at 20 µM. 0.26% of 200,000 active. purified TNAP, CDP-star luminescence, 30 min. P05186;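 active = tissue-nonspecific alkaline phosphatase inhibition above about 50% at 20 µM in the single-dose screen, limit read from the data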;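 also: 0% = DMSO negative control and 100% = EDTA positive control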
PMI act satM6P: activators of human phosphomannose isomerase at near-saturating mannose 6-phosphate; 0.34% of 190,000 active; coupled PMI enzyme assay, resazurin fluorescence, 20 min; stronger effect = higher value; 1 = untreated enzyme, 0 = substrate-free blank; activation factor at 20 µM;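 active = activation factor of 2 or more at 20 µM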
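Test system: human phosphomannose isomerase with PGI, G6PDH, diaphorase coupling enzymes / Doses: 20 µM compound, 1% DMSO / Times: enzyme reaction with compound 20 min at room temperature / Measured by: Diaphorase-driven resazurin-to-resorufin fluorescence, excitation 544, emission 590 nm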
Starred values were filed as active, the others as inactive; . = not tested or not shown.

SMILES | bIAP inh | TNAP act hiacc | Diaphorase act | Lmaj promast | Diaphorase inh | bIAP activator | PMI act | TNAP inh hiacc | TNAP inh no acc | PMI act satM6P
CCN(CC)C(=O)C1CCCN(Cc2ccc(OC)c(C)c2)C1 (centres undefined) | 1 | 1 | 0.9 | -3 | 5 | 1 | 1 | -3 | -15 | 1
N#Cc1ccc(NC(=S)NC(=O)CCc2ccc(S(=O)(=O)N3CCOCC3)cc2)cc1 | -11 | 1 | 0.9 | -3 | 8 | 1.1 | 0.9 | -2 | -2 | 0.9
COc1ccccc1-c1nnc(SC/C(O)=C(\C#N)c2nc3ccccc3[nH]2)n1C1CCCCC1 | -4 | 1 | 0.9 | -7 | 14 | 1 | 1 | 2 | -16 | 0.8
O=[N+]([O-])c1ccc(-c2ccc(/C=N/Nc3nc(N4CCCCC4)nc(N4CCCCC4)n3)o2)cc1 | 0 | 0.9 | 1.1 | 15 | -12 | 1 | 1 | 15 | 14 | 1
Cc1nc2c(c3c1[nH]c1ccccc13)C(=O)CC(C)(C)C2 | 9 | 1 | 0.7 | 64* | 29 | 0.9 | 0.8 | 0 | -6 | 0.9
CC(C)(C)C(=O)N1CCN(c2ccc([N+](=O)[O-])c(NCC3CCCO3)c2)CC1 (centres undefined) | 24 | 0.9 | 0.7 | 2 | 30 | 0.8 | 0.8 | 11 | 5 | 0.7
COC(=O)c1[nH]c2ccccc2c1NC(=O)CN1CCN(c2cccc(Cl)c2)CC1 | 0 | 1.1 | 0.9 | 25 | 14 | 1 | 1 | -6 | -10 | 1
COc1ccc(NC(=O)Cn2c(=O)n(CC3CCCO3)c(=O)c3ccccc32)c(OC)c1 (centres undefined) | 6 | 1 | 0.9 | -1 | 6 | 0.9 | 1 | 3 | -5 | 1
COc1ccc(C(=O)N(C(C)C)C(C)C)c(OC)c1 | -1 | 1 | 1 | 0 | 5 | 1 | 1 | 1 | -4 | 1
CCOC(=O)c1cc2sccc2n1CC(=O)N1CCCC1 | -3 | 1.1 | 0.9 | -5 | 13 | 1 | 1 | -7 | -9 | 1
C/C(CC(=O)Nc1cccc(Cl)c1Cl)=N\NC(=O)c1ccccc1N | 1 | 1 | 0.8 | -3 | 24 | 1 | 0.9 | -1 | 1 | 1
O=C(CCC(=O)NC1CCN(Cc2ccccc2)CC1)NCc1ccco1 | 0 | 1 | 1 | -9 | 2 | 1 | 1 | -3 | -6 | 1
C/C(=N/Nc1nc(-c2ccccc2)cc(-c2ccccc2)n1)c1ccc(N)cc1 | 7 | 0.9 | 0.9 | 9 | 8 | 0.9 | 0.8 | 7 | 20 | 1
Cc1ccc(S(=O)(=O)N[C@H](C(=O)OCC(=O)NC(=O)Nc2ccc3c(c2)OCCO3)C(C)C)cc1 | 4 | 1 | 0.8 | 12 | 21 | 1 | 0.8 | -2 | -5 | 0.8
N#Cc1c2c(c(-c3ccccc3Cl)[nH]c1=S)CCCC2 | 21 | 1.1 | 0.8 | 1 | 19 | 0.8 | 1.6 | -6 | -3 | 2.4*
CC(=O)Nc1cccc(-c2nc3ccc(NC(C)=O)cc3[nH]2)c1 | 0 | 1 | 1 | 2 | -4 | 1 | 1 | -3 | -6 | 1.1
Cn1nc(CC(=O)Nc2ccc(N3CCN(C(=O)OC(C)(C)C)CC3)cc2)c2ccccc2c1=O | 15 | 1 | 1.1 | 39 | -10 | 0.8 | 1.2 | 0 | -82 | 1.2
COc1ccc(NC(=O)N(Cc2cc3cc(OC)ccc3[nH]c2=O)CC2CCCO2)cc1 (centres undefined) | -14 | 1 | 1 | 10 | -1 | 1.1 | 1.1 | 1 | -4 | 1.1
CN(C)CCCCOc1ccccc1F | 4 | 1 | 0.9 | -5 | 9 | 1 | 1.1 | -4 | -13 | 1.1
C=CCn1c(=O)c2ccccc2n2c(SCC(=O)Nc3sc(C(=O)N(CC)CC)c(C)c3C(=O)OCC)nnc12 | -1 | 1 | 0.6 | 7 | 40 | 1 | 0.9 | 4 | -6 | 1.1

Some of the entries so far, tab-delimited.
structure	bIAP inh	TNAP act hiacc	Diaphorase act	Lmaj promast	Diaphorase inh	bIAP activator	PMI act	TNAP inh hiacc	TNAP inh no acc	PMI act satM6P
COc1ccc(NC(=O)N(Cc2cc3cc(OC)ccc3[nH]c2=O)CC2CCCO2)cc1 (centres undefined)	-14	1	1	10	-1	1.1	1.1	1	-4	1.1
CCOC(=O)c1cc2sccc2n1CC(=O)N1CCCC1	-3	1.1	0.9	-5	13	1	1	-7	-9	1
COC(=O)c1[nH]c2ccccc2c1NC(=O)CN1CCN(c2cccc(Cl)c2)CC1	0	1.1	0.9	25	14	1	1	-6	-10	1
C/C(CC(=O)Nc1cccc(Cl)c1Cl)=N\NC(=O)c1ccccc1N	1	1	0.8	-3	24	1	0.9	-1	1	1
CC(C)(C)C(=O)N1CCN(c2ccc([N+](=O)[O-])c(NCC3CCCO3)c2)CC1 (centres undefined)	24	0.9	0.7	2	30	0.8	0.8	11	5	0.7
C=CCn1c(=O)c2ccccc2n2c(SCC(=O)Nc3sc(C(=O)N(CC)CC)c(C)c3C(=O)OCC)nnc12	-1	1	0.6	7	40	1	0.9	4	-6	1.1
CCN(CC)C(=O)C1CCCN(Cc2ccc(OC)c(C)c2)C1 (centres undefined)	1	1	0.9	-3	5	1	1	-3	-15	1

(further entries)
SMILES | bIAP inh | TNAP act hiacc | Diaphorase act | Lmaj promast | Diaphorase inh | bIAP activator | PMI act | TNAP inh hiacc | TNAP inh no acc | PMI act satM6P
CCN(CCn1cccn1)Cc1nc(-c2ccc(C(=O)OC)cc2)no1 | 4 | 1.1 | 1.2 | 6 | -24 | 1 | 1.1 | -7 | 2 | 1.1
S=C(c1ccc(-c2ccc(Cl)c(Cl)c2)o1)N1CCOCC1 | 11 | 1 | 0.7 | -3 | 27 | 0.9 | 0.8 | 0 | 3 | 1.1
Cc1ccccc1N1CCN(C(=O)c2ccccc2NC(=O)c2ccccc2C(=O)O)CC1 | -3 | 1 | 0.9 | -1 | 11 | 1 | 1.1 | -4 | -7 | 1.1
N#C/C(=C\c1cccnc1)C(=O)Nc1cccc2ccccc12 | -8 | 1 | 0.9 | 4 | 13 | 1.1 | 0.9 | 0 | -6 | 0.9
S=C(NN=C1C2CC3CC(C2)CC1C3)Nc1ccccc1 | 30 | 1 | 0.9 | 99* | 8 | 0.7 | 1 | -4 | -9 | 1
CCN(CCCNC(=O)c1cn(CC)c2ccc(S(=O)(=O)N(C)C)cc2c1=O)c1cccc(C)c1 | 10 | 1 | 0.7 | -6 | 31 | 0.9 | 0.8 | -4 | -12 | 0.7
Cn1nc(C(=O)OCC(=O)NC2CCS(=O)(=O)C2)c2ccccc2c1=O (centres undefined) | -13 | 1.1 | 1.1 | -6 | -11 | 1.1 | 1.2 | -6 | -16 | 1.1
O=C(CCC(=O)c1cccs1)NC1CCCCCC1 | -13 | 1 | 0.9 | -5 | 7 | 1.1 | 1 | -1 | -3 | 1
O=C(CCC1CCCN(C(=O)Cn2cnnn2)C1)NCc1ccccc1F (centres undefined) | 8 | 1 | 1 | -6 | 0 | 0.9 | 0.9 | -5 | -14 | 1
Fc1ccccc1/C=N/Nc1ncnc2ccccc12 | -15 | 1 | 1 | -9 | 5 | 1.1 | 1 | 1 | -45 | 1
Cc1cc(C)nc(Sc2nc(Nc3ccccc3)nc(Sc3nc(C)cc(C)n3)n2)n1 | -2 | 1 | 0.9 | 0 | 14 | 1 | 0.9 | -2 | -30 | 1
Cc1occc1C(=O)N=Nc1c(O)[nH]c2ccc(Br)cc12 | 8 | 0.9 | 0.9 | 3 | 11 | 0.9 | 0.9 | 7 | 0 | 0.9
CC(=O)c1c(N(C)C)ccnc1C(F)(F)F | 14 | 1 | 0.9 | -9 | 6 | 0.9 | 1.1 | -4 | -16 | 1
Cc1ccc(Sc2c(C)nn(C(=O)C3CC3)c2C)cc1 | 8 | 1 | 1 | -2 | 1 | 0.9 | 1 | -2 | -19 | 1
Cc1ccc(-n2c(Cc3cccn3C)nnc2SCC(=O)Nc2nnc(C)s2)cc1 | 4 | 1 | 0.7 | -3 | 28 | 1 | 0.9 | -4 | -9 | 1
Cn1c(SCC(=O)N2CCc3ccccc32)nc2cccnc21 | 4 | 1 | 0.8 | 13 | 23 | 1 | 0.9 | -4 | -8 | 0.9
Cc1ccc(NC(=O)c2cccc(NC(=O)/C=C/c3ccco3)c2)cc1C | 40 | 1 | 0.8 | 3 | 22 | 0.6 | 0.8 | -2 | -16 | 0.9
COc1ccc(-c2cnn3c(N)c(S(=O)(=O)C(C)(C)C)cnc23)cc1 | 1 | 1 | 1.1 | 2 | -10 | 1 | 1.1 | -1 | -5 | 1.1
O=C(COC(=O)c1cccnc1Cl)NCc1cccs1 | -16 | 1 | 1 | 0 | -3 | 1.2 | 1 | -1 | -3 | 1
Cc1cc(C)c(S(=O)(=O)N(C)CC(N)=O)c(C)c1 | 2 | 1 | 1.1 | -10 | -6 | 1 | 1.1 | -1 | -9 | 1.1
CCCS(=O)(=O)c1ccc(COC(=O)c2cccc(NC(=O)C(C)C)c2)cc1 | 7 | 1 | 0.9 | 21 | 11 | 0.9 | 0.9 | -2 | -14 | 0.9
O=C(Cc1ccccc1F)OCC(=O)N1CCc2ccccc21 | 8 | 1 | 0.9 | 0 | 10 | 0.9 | 1 | -2 | -3 | 1
CCc1ccccc1NC(=O)CN(C)C(=O)CN1C(=O)NC2(CCCCCC2)C1=O | 2 | 1.1 | 1 | -2 | 2 | 1 | 1 | -7 | -10 | 1.1
O=C1c2ccccc2C(=O)c2c(NCCCN(CCO)CCO)cccc21 | 18 | 0.9 | 1.1 | 100* | -7 | 0.8 | 1 | 14 | 16 | 0.9
C[C@@H]1NC(=O)c2cc([N+](=O)[O-])cc(I)c2NCCCC[C@@H](C(N)=O)NC(=O)[C@H](CC(N)=O)NC1=O | -3 | 1 | 0.9 | 13 | 6 | 1 | 1.2 | 2 | -2 | 1.1
O=C(CCSCc1ccccc1Cl)NCc1cccs1 | . | 1 | 0.8 | -8 | 16 | 0.5 | 1 | -4 | -13 | 1
COc1cc(C(=O)/C=C/Nc2ccc(NC(C)=O)cc2)cc(OC)c1OC | 7 | 0.9 | 0.9 | -6 | 12 | 0.9 | 0.8 | 6 | -3 | 0.8
O=C(Cn1c(C(=O)N2CCc3ccccc3C2)cc2sccc21)c1ccccc1 | 1 | 1 | 0.8 | 61* | 16 | 1 | 0.9 | -4 | 8 | 0.9
CNC(=O)c1cccnc1Nc1cccc(C(F)(F)F)c1 | 5 | 1 | 0.9 | -1 | 10 | 0.9 | 0.9 | 2 | -15 | 1
